Bioassay records as filed in PubChem.
Y pestis TopoI: inhibitors of Yersinia pestis topoisomerase I; 360,000 compounds, 0.064% hits; activity, % at 10 µM; AID 504884; Y. pestis Topo-I cleavage product accumulation, plate reader; in the data active = activity above about 50%, passing the limit was not always enough; note: inactives centre near 2
FBA Mtb inh: inhibitors of M. tuberculosis fructose-bisphosphate aldolase; P9WQA3; 360,000 compounds, 2.3% hits; purified M. tuberculosis FBA, fluorescence read-out; inhibition, % at 1 µM; in the data active = inhibition above about 27%;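 note: 0% = vehicle and 100% = reference inhibitor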
Target sequence (P9WQA3 whole entry, looked up): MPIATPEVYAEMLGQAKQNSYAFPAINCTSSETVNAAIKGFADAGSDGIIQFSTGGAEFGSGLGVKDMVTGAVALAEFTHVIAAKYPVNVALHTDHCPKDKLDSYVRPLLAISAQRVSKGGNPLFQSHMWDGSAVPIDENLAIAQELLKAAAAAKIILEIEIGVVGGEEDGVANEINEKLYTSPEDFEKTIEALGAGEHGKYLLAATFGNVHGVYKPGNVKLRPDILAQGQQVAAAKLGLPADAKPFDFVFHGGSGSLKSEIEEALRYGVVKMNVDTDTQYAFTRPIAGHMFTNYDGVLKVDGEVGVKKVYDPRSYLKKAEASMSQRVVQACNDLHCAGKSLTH
FadD28 binding: inhibitors of Mycobacterium tuberculosis FadD28 bisubstrate binding; inhibition, % at 12.5 µM; FadD28 bisubstrate probe binding, fluorescence polarization; 360,000 compounds, 0.22% hits; in the data active = inhibition above about 8.5%, passing the limit was not always enough
BioA inh: inhibitors of Mycobacterium tuberculosis BioA enzyme; inhibition, % at 9.99 µM; purified M. tuberculosis BioA enzyme, plate reader; AID 602481; 360,000 compounds, 0.096% hits; in the data active = inhibition above about 40%
BH1578 lux ind: inducers of Vibrio cholerae quorum light production without autoinducers. activation, % at 18.7 µM. V. cholerae BH1578 lux reporter, luminescence, 6 h. 350,000 compounds, 0.16% hits. AID 588436; in the data active = activation mostly above about 9.7%, no sharp cut-off; note: not every result past the cut was called active; inactives centre near 0; reference of the scale not given here
PfHsp40 rescue: compounds rescuing yeast from Plasmodium falciparum HSP40 toxicity; growth rescue, % at 12.5 µM; S. cerevisiae expressing PfHsp40, growth rescue, ATP luminescence; 340,000 compounds, 0.68% hits; in the data active = growth rescue above about 28%, passing the limit was not always enough;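 note: yeast W303a lacking pdr1 and pdr3 grown in galactose medium; growth measured after three days at 30 °C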
UGM FP inh: blocks M. tuberculosis UGM enzyme. AID 504406. purified UGM, fluorescence polarization probe displacement. P9WIQ1. inhibition, % at 10 µM. 320,000 compounds, 0.06% hits; in the data active = inhibition above about 10%, passing the limit was not always enough
Target sequence (P9WIQ1 whole entry, looked up): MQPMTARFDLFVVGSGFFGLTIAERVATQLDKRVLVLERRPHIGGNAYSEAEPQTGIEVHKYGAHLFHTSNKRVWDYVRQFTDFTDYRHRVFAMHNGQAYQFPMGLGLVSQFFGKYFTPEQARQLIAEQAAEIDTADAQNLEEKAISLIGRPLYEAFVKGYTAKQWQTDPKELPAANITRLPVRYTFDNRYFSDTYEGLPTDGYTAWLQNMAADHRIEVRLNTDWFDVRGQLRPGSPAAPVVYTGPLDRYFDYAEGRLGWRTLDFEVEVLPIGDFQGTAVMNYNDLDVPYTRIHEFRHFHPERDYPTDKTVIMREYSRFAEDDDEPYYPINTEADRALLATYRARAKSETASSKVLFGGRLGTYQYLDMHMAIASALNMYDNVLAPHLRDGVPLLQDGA
GDH-TPI counter: counter-screen for M. tuberculosis FBA inhibitors: GDH-TPI coupled enzymes. 360,000 compounds, 1.2% hits. inhibition, % at 4.8 µM. GDH-TPI coupled enzyme counterscreen, NADH absorbance; in the data active = inhibition above about 30%;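 note: 0% = DMSO wells and 100% = wells lacking the enzyme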
TcdB inh: TcdB glycohydrolase inhibition; P18177; TcdB glycohydrolase enzymatic assay, plate reader; inhibition, % at 9.99 µM; 350,000 compounds, 0.24% hits; AID 652162; in the data active = inhibition above about 10%
Numbers without * were called inactive; i = inactive; . = no result given; & = joins results of further samples. Not a hit list (roughly 4.6% active in at least one column).

SMILES	Y pestis TopoI	FBA Mtb inh	FadD28 binding	BioA inh	BH1578 lux ind	PfHsp40 rescue	UGM FP inh	GDH-TPI counter	TcdB inh
COCCN(C(=O)CSc1n[nH]c(-c2ccc(OC)cc2)n1)c1c(N)n(Cc2ccccc2)c(=O)[nH]c1=O	1	4	-1.3	1.2	1.4	1.2	-1.6	-3	0.9
CN(Cc1ccccc1)C(=O)c1[nH]cnc1C(=O)NCc1ccccc1	14	0	-1.5	-1.0	3.6	-1.0	1.8	9	-1.6
CC1CN=C(NCCc2ccccc2)S1 (stereo unspecified)	3	4	-1.4	.	2.4	21	2.3	6	-0.4
CC(=O)NC1CC2CCCC(C1)N2S(=O)(=O)c1cccc(F)c1 (stereo unspecified)	-9	2	1.4	-2.4	0.1	-0.4	1.3	-2	.
CC[C@]12C(=O)N(C)C[C@H]([C@@H]3C(=O)N(C)C(=O)[C@@H]31)N2C(=O)c1ccc(C(C)(C)C)cc1	4	-1	-4.5	-0.2	-0.3	-2.1	.	-8	0.9
COc1cc(C(=O)Nc2ccc3nc(N4CCOCC4)sc3c2)cc(OC)c1OC	5	-1	-0.7	-1.5	0.1	-0.3	4.1	7	2.0
CC(C)c1ccc(NC(=O)c2cnn(-c3ccccc3)c2NC(=O)c2ccco2)cc1	20	0	-3.1	-1.0	-0.7	0.1	-1.1	3	.
COc1ccc(-c2c(-c3cc(OC)cc(OC)c3)n(C)c3ccc(-c4ccc(OC)cc4F)cc23)cc1	-10	5	-0.4	4.2	-0.7	-1.4	4.1	14	0.3
COc1ccccc1N1CCN(C(c2cccs2)C(C)NC(=O)c2cccnc2)CC1 (stereo unspecified)	14	2	0.4	-1.5	-0.2	-1.2	-1.1	0	0.2
CS(=O)(=O)N1N=C(c2ccccc2)CC1c1cccs1 (stereo unspecified)	1	1	-2.3	1.0	.	-0.4	0.6	-1	1.2
COc1ccc(CC(=O)Nc2cc(S(=O)(=O)N3CCOCC3)ccc2N2CCOCC2)cc1OC	2	-4	.	-0.1	-1.5	-0.2	.	3	0.4
CCN(CC)C(=O)CSc1nnc(-c2ccc(S(=O)(=O)N3CCOCC3)cc2)n1C	2	12	-2.7	-0.9	-3.6	0.0	-0.9	3	1.3
CCOc1ccc(S(=O)(=O)N2CCCC(C(=O)NCc3ccccn3)C2)cc1 (stereo unspecified)	2	4	-2.0	1.5	-0.2	-0.1	0.3	0	-0.4
CN(C)c1ccc(/C=C/C(=O)c2ccc(C(C)(C)C)cc2)cc1[N+](=O)[O-]	0	-1	-3.2	.	-0.3	-0.9	-0.3	10	.
CCOc1ccccc1NC(=O)COC(=O)c1cnc(C)cn1	2	-1	-0.3	1.7	-0.6	1.5	.	3	0.5

Molecules listed so far containing a tert-butyl group (2):
SMILES	Y pestis TopoI	FBA Mtb inh	FadD28 binding	BioA inh	BH1578 lux ind	PfHsp40 rescue	UGM FP inh	GDH-TPI counter	TcdB inh
CC[C@]12C(=O)N(C)C[C@H]([C@@H]3C(=O)N(C)C(=O)[C@@H]31)N2C(=O)c1ccc(C(C)(C)C)cc1	4	-1	-4.5	-0.2	-0.3	-2.1	.	-8	0.9
CN(C)c1ccc(/C=C/C(=O)c2ccc(C(C)(C)C)cc2)cc1[N+](=O)[O-]	0	-1	-3.2	.	-0.3	-0.9	-0.3	10	.

Quoted from the listing:
In PfHsp40 rescue, CC(=O)NC1CC2CCCC(C1)N2S(=O)(=O)c1cccc(F)c1 (stereo unspecified) has -0.4
In GDH-TPI counter, CN(C)c1ccc(/C=C/C(=O)c2ccc(C(C)(C)C)cc2)cc1[N+](=O)[O-] has 10

The listing picks up, starting 2 compounds before the break.
SMILES	Y pestis TopoI	FBA Mtb inh	FadD28 binding	BioA inh	BH1578 lux ind	PfHsp40 rescue	UGM FP inh	GDH-TPI counter	TcdB inh
CN(C)c1ccc(/C=C/C(=O)c2ccc(C(C)(C)C)cc2)cc1[N+](=O)[O-]	0	-1	-3.2	.	-0.3	-0.9	-0.3	10	.
CCOc1ccccc1NC(=O)COC(=O)c1cnc(C)cn1	2	-1	-0.3	1.7	-0.6	1.5	.	3	0.5
O=S(=O)(CC=CCS(=O)(=O)c1ccccc1)c1ccccc1	9	0	-1.5	.	.	-0.8	.	2	1.4
Cc1sc(=NC(=O)c2ccco2)n(C)c1-c1ccc(Cl)cc1	2	5	0.6	.	-2.5	-0.1	2.7	52*	.
C[C@H](NC(=O)c1ccccc1)C(=O)OCC(=O)Nc1ccc(Cl)cn1	7	-2	-4.7	0.2	-3.7	.	.	-4	-1.0
COc1ccc(CCNC(=O)Cc2ccc([N+](=O)[O-])cc2)cc1OC	-1	3	0.3	.	-0.6	-0.3	1.5	-2	-1.3
CC(=O)CSc1nnc(C(F)(F)F)n1C	-4	1	-1.9	.	-0.6	0.9	2.3	-3	1.1
CN1CCN(C2CN(Cc3ccc([N+](=O)[O-])cc3)S(=O)(=O)C2)CC1 (stereo unspecified)	-2	-1	-1.1	-1.7	-0.4	.	.	9	0.6
CSc1nnc([C@@H]2CCCN2C(=O)OC(C)(C)C)o1	6	0	1.6	.	-0.7	-2.2	-3.0	0	0.2
Cc1ccc(S(=O)(=O)NCC(c2ccco2)N2CCc3ccccc3C2)cc1 (stereo unspecified)	48	1	-2.9	0.2	-0.7	0.0	-0.2	2	1.7
Cc1ccc(C(=O)N2CCCN(c3nc4cc5c(cc4cc3C#N)OCO5)CC2)cc1	30	45*	0.7	.	i	3.0	2.4	10	2.1
NC(=O)c1ccc(Cn2c(C(=O)c3cc(Cl)c(N)c(Cl)c3)c3ccccc3[n+]2[O-])cc1	-8	1	-1.2	-4.3	i	1.1	-0.4	15	0.8
C/C(CC(=O)Nc1cccc2c1CCCC2)=N\NC(=O)c1cccc2ccccc12	12	0	-3.5	.	-0.3	-1.7	1.0	0	.
Cc1cccc(NNC(=S)Nc2c(C)cccc2C)c1	-4	-2	-2.7	2.0	-0.3	5.1	2.6	-5	0.4
O=C1/C(=C\c2cc3c(cc2Br)OCO3)N2CCC1CC2	5	-4	-2.9	.	-0.3	0.1	6.7	5	.
CCc1cc2c(=O)c(-c3cnn(-c4ccccc4)c3)c(C)oc2c(CN2CCCCC2)c1O	7	41*	1.0	4.5	-0.5	0.2	-0.8	22	.
N#Cc1ccc(CSc2nnc(-c3ccncc3)n2CCc2ccccc2)cc1	20	0	-0.4	4.3	-17	-1.4	1.3	12	.
CCCC(C(=O)NC1CCCC1)N(C(=O)Cn1nnc(-c2ccc(C)o2)n1)C1CCCC1 (stereo unspecified)	7	7	-0.5	.	0.5	0.1	-2.8	0	0.9
COc1ccc(N2CCN(CC(=O)NCc3ccccc3)CC2)cc1	3	2	-4.7	2.8	-0.4	0.5	-0.4	-14	0.5
CCc1nn2c(=O)c(S(=O)(=O)Nc3cccc(F)c3)c(C)nc2s1	-2	3	-4.0	0.0	-0.1	1.3	0.8	-4	0.9
CCOc1ccc(-c2nc(CSCC(=O)NC3CCCc4ccccc43)c(C)o2)cc1 (stereo unspecified)	15	0	-4.9	-0.3	i	-0.5	-1.4	-5	.
CCNC(=S)NNC(=O)c1cc(C2CC2)nc2ccccc12	1	-2	0.0	-1.2	-0.2	-0.7	5.7	4	.
N#Cc1ccc(OCC(=O)Nc2cc(S(=O)(=O)N3CCCCC3)ccc2N2CCCCC2)cc1	1	-1	-4.5	.	0.0	-1.0	3.0	-6	.
COc1ccc(OCc2cc(C(=O)N(C)Cc3cnccn3)no2)c(Cl)c1	-4	-3	0.9	0.2	i	0.0	-3.3	0	0.1
CCN1CCN(c2cc3c(cc2F)c(=O)c(S(=O)(=O)c2ccccc2)cn3C)CC1	-1	24	0.8	-3.3	-0.3	-0.7	2.2	6	1.5
C=CCn1c(SCC(=O)NC2CCCCC2)nnc1-c1sc(N)nc1C	13	30*	-0.1	-1.4	-8.3	-2.1	-1.3	10	.
COc1ccc(Br)c(C(=O)N2CCCC2(C)C(=O)NCC(C)C)c1 (stereo unspecified)	2	5	-0.9	-0.3	-5.0	.	.	9	0.2
COc1ccc2[nH]cc(C(=O)CN(C)CCc3ccc(OC)c(OC)c3)c2c1	-10	-2	-2.5	0.4	-0.7	-0.4	0.4	2	.
O=C1N[C@@H](Cc2ccccc2)C(=O)N2[C@@H]1C[C@@]1(Br)c3ccccc3N(S(=O)(=O)c3ccccc3)[C@@H]21	22	0	-4.5	-1.2	-11	22	-0.5	7	1.5
O=C(O)c1cccc(NC(=O)c2cccc(S(=O)(=O)N3CCCCC3)c2)c1	0	-2	-3.9	-0.4	1.4	0.4	0.4	-11	.
O=C(Nc1ccc2ccccc2c1)/C(=C\c1ccc2c(c1)OCO2)NC(=O)c1ccco1	-8	4	1.0	.	0.1	0.4	-0.4	26	.
COC(=O)c1cc(S(=O)(=O)NCc2cccc(Br)c2)c[nH]1	-2	-1	-4.6	0.3	i	-0.9	0.6	-3	1.7
O=C(COc1ccc(F)cc1)Nc1ccccc1N1CCOCC1	6	-1	-2.2	-1.0	1.2	-0.6	3.6	0	2.2
CC(C)c1ccc(O)c(NC(=O)c2cccnc2)c1	2	-1	-2.7	4.5	-0.2	0.5	2.5	-8	1.2
CN(Cc1ccsc1)C(=O)CCc1nnc(Cc2c[nH]c3ccccc23)o1	14	3	-0.2	.	-0.5	0.3	2.3	-3	1.5
COc1ccc(-c2cc(=O)oc3c(C)c(OC(C)C(C)=O)ccc23)cc1 (stereo unspecified)	31	11	0.0	0.8	i	3.6	-1.3	14	-8.7
C=CCN(c1ccccc1Cl)S(=O)(=O)c1cccc(C(=O)NCCc2ccc(OC)cc2)c1	3	-3	-3.4	-3.6	-1.8	3.3	-2.9	3	.
Fc1ccc(C(c2ccc(F)cc2)N2CCN(C/C=C/c3ccccc3)CC2)cc1	24	1	-3.2	-1.1	i	-0.5	4.0	-14	1.8
C=CCNC(=O)C1CC1(c1ccccc1)c1ccccc1 (stereo unspecified)	3	-1	-4.2	-2.2	2.4	-0.9	2.9	-7	.
COc1ccccc1NC(=O)Cn1c2ccc(F)cc2c2nc3n(c(=O)c21)CCS3	4	9	-3.7	1.2	i	0.2	-0.1	18	-0.6
COc1ccc(C2NC(C(=O)O)Cc3c2[nH]c2ccccc32)cc1CN1CCN(c2ccc(F)cc2)CC1 (stereo unspecified)	8	5	-1.7	-2.2&-1.1	i	-1.1	-1.9	15	-0.1
O=[N+]([O-])c1cc(S(=O)(=O)Nc2ccccc2)ccc1N1CCN(c2ccc(O)cc2)CC1	-20	0	1.2	.	i	0.8	.	10	-0.7
O=[N+]([O-])/C=C/c1ccc2c(ccn2Cc2ccccc2)c1	-2	1	-1.3	-1.9	-0.6	0.6	0.3	5	1.3
COc1ccc(CC(=O)Nc2ccccc2C(=O)NCCc2ccccc2)cc1	11	-1	-2.7	0.3	i	2.3	2.9	-6	0.6
O=[N+]([O-])c1ccc(/C=N/NS(=O)(=O)c2ccc(Cl)cc2)o1	2	-2	-1.0	0.7	i	4.5	3.4	17	-0.2
O=C(c1cnccn1)N1CCc2ccccc2C1	0	-1	0.3	-3.1	i	-1.0	1.5	3	0.1
Cc1cccc(CNS(=O)(=O)c2ccc(-c3cnc(C4CC4)o3)cc2)c1	35	25	-1.8	1.8	i	3.0	1.0	2	-0.7
N=c1c(C(=O)NCCN2CCOCC2)cc2c(=O)n3ccccc3nc2n1CCCN1CCOCC1	-1	88*	-1.2	-1.5	-0.1	-2.0	2.9	11	-4.3
CC(C)c1ccccc1OCC(=O)NN1C(=O)c2ccccc2C1=O	6	0	-4.5	-1.2	-0.2	0.7	-0.8	-3	-0.6
CCCc1cc(NCCCN2CCOCC2)n2c(nc3ccccc32)c1C#N	5	101*	-2.0	-1.6	-1.0	-0.6	-2.2	4	.
CC(=O)Nc1ccc(NC(=O)C(Cc2ccccc2)NC(=O)C2CCC(C)CC2)cc1 (stereo unspecified)	4	1	-14	.	i	0.2	0.8	3	.
COCCn1cc(C(=O)c2cc(Br)ccc2O)cc(C#N)c1=O	2	-2	-1.4	.	i	0.1	-0.8	8	-0.6
Cc1cccc([C@@H]2[C@@H]3C(=O)N(Cc4ccccc4)C(=O)[C@@H]3[C@]3(Cc4ccccc4)C(=O)N(c4ccc(C(F)(F)F)cc4)C(=O)N23)c1	-11	-2	-5.1	-1.6	-0.4	2.5	-4.0	4	1.4
Cc1ccc(NC2CCCN(C(=O)c3cc(C(C)C)nn3C)C2)cc1C (stereo unspecified)	3	2	-0.9	-3.1	i	.	.	13	-3.4
